Assay outcomes as filed in PubChem.
RPL19A TOR yeast – yeast TOR pathway RPL19A-GFP modulation | S. cerevisiae RPL19A-GFP strain, flow cytometry, 3 h; active compounds read low | percent response vs DMSO, % at 10 µM | 0.3% of 330,000 active | AID 2025;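 active means percent response vs DMSO below 50%; inconclusive means fewer than 70 events counted for the yeast strain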;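 further: median channel GFP fluorescence of the barcoded RPL19A-GFP strain; ratio of sample median GFP to plate DMSO average so 100% = DMSO; lower means less RPL19A-GFP as with rapamycin TOR inhibition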
proCasp3 act – activators of human procaspase-3. P42574. recombinant procaspase-3 D3A, Ac-DEVD-pNA absorbance 405 nm. activation, % at 8.5 µM. 0.11% of 330,000 active. AID 463141;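 active means activation above the mean of all tested compounds plus 3 SD, cut at about 21% in these data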;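 further: 0% = DMSO alone and 100% = DMSO wells spiked with extra 5 µM PC-3 D3A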
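Compound: 8.5 µM single point, 0.8% DMSO / Material: Autoprocessing-dead procaspase-3 D3A mutant enzyme / Timing: 1 h preincubation plus 2 h reaction at 25 °C / Medium: Zinc-free HEPES/NaCl buffer with 0.01% Triton X-100 at pH 7.4 / Technique: 405 nm absorbance of p-nitroaniline, reads at 0 and 120 min / Repeats: one well per compound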
MEP2 TOR yeast – yeast TOR pathway MEP2-GFP modulation; 0.51% of 330,000 active; S. cerevisiae MEP2-GFP strain, flow cytometry GFP, 3 h; 100% = DMSO control level; GFP response vs DMSO, % at 10 µM;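 active means GFP response versus DMSO above a set limit, roughly screen mean plus 3 SD, cut at about 180% in these data; inconclusive means fewer than 70 cells counted for a yeast strain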;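 further: median GFP fluorescence of the barcode-gated MEP2-GFP cells per well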
LAP4-GFP MLPCN – yeast TOR pathway LAP4-GFP modulation | S. cerevisiae LAP4-GFP multiplex, flow cytometry GFP, 3 h; median GFP as percent of DMSO wells | GFP response vs DMSO, % at 10 µM | 0.34% of 320,000 active | AID 2023;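 active means GFP response vs DMSO above a set limit, about the screen mean plus 3 SD, cut at about 150% in these data; inconclusive means under 70 cell events counted for the yeast strain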
AHR act – human AHR activation | 2.5% of 320,000 active | AHR-responsive luciferase reporter cells, luminescence | AID 2796 | P35869 | activation, % at 5 µM; in the data active means activation above about 47%;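 further: 0% = vehicle wells and 100% = reference agonist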
proCasp7 act – counter-screen: procaspase-7 (human) activation. P55210. recombinant procaspase-7, Ac-DEVD-pNA absorbance 405 nm; D23A/D198A/D206A triple mutant, cannot self-cleave; scale: DMSO 0, 5 µM enzyme 100. activation, % at 8.5 µM. 0.093% of 330,000 active;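 active means percent activation above the screen-wide mean plus 3 SD, cut at about 25% in these data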
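Assay system: Uncleavable procaspase-7 mutant enzyme; Input: 2 µM procaspase-7 mutant as dispensed; Also added: DEVD-pNA substrate; Medium: Zinc-free HEPES pH 7.4 with 300 mM NaCl, 0.01% Triton X-100; Timing: 1 h compound preincubation, 2 h substrate cleavage, 25 °C; Measured by: Epi-absorbance of released pNA at 405 nm, two timepoints.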
EBNA-1 inhibitor – blocks EBNA-1 binding to DNA; EBNA-1 DNA binding, fluorescence polarization; inhibition, % at 14.8 µM; 0.34% of 300,000 active; in the data active means inhibition above about 28%
ZTA counter – ZTA (EBV) inhibition in EBNA-1 counter-screen; ZTA-DNA binding, fluorescence polarization; inhibition, % at 11 µM; P03206; 0.15% of 320,000 active; AID 2234; in the data active means inhibition above about 33%
* = called active by the depositor; ? = inconclusive; nt = not tested or not shown; [ ] = dose if it differs, or a comment.

SMILES	RPL19A TOR yeast	proCasp3 act	MEP2 TOR yeast	LAP4-GFP MLPCN	AHR act	proCasp7 act	EBNA-1 inhibitor	ZTA counter
Cc1ccc2c(c1)NC(=O)C(CC(=O)NCc1cccnc1)O2 (stereo unspecified)	99	-2	106	113	10	-10	-6	-11
Cn1c(SCc2ccccc2)nnc1-c1ccc2c(c1)OCO2	98	10	100	107	11	-4	12	2
CC(=O)c1c(C)nc2ccc([N+](=O)[O-])cc2c1-c1ccccc1	101	9	102	92	-3	-7	-10	-26
Cc1cc2nc(Sc3c([N+](=O)[O-])nc(C)n3Cc3ccccc3)[nH]c2cc1C	106	3	103	97	21	-11	11	27
Fc1ccc(N=C2NN=C(c3cc(F)ccc3F)CS2)cc1	94	-7	102	96	12	3	5	14
COc1ccc(F)cc1CN1CCN(CC(=O)N2CCc3ccccc32)CC1	102	7	95	83	2	-4	-14	-6
CN(Cc1ccccc1)C(=O)CNC(=O)C12CC3CC(CC(C3)C1)C2	98	5	99	102	0	-1	nt	3
CN(C)S(=O)(=O)c1cccc(NC(=O)COC(=O)c2ccc3c(c2)OCO3)c1	104	1	121	96	1	-8	0	8
COc1ccccc1C(=O)NCCC(=O)N1CCN(c2cccc(C(F)(F)F)c2)CC1	99	11	99	105	8	5	7	-22
COc1ccc(Cl)cc1NC(=O)NCCN1CCCCC1	100	-1	101	101	1	-1	-4	-2
COc1cccc(-c2nnc(NC(=O)C(C)C)o2)c1	104	-1	95	103	13	2	4	-6
CC(C)c1cc(C(=O)N2CCCC(N3CCN(c4ccccc4F)CC3)C2)nc(N)n1 (stereo unspecified)	105	7	109	109	0	-4	6	1
O=C(Cc1ccccc1F)NNC(=O)c1ccncc1	97	-8	93	103	3	5	2	-1
CC(C)C[C@@H]1CN=C(N)N1C[C@@H]1CCCN1C[C@@H](C(C)C)N1C[C@@H](Cc2ccccc2)N(CCCC2CCCC2)C1=N	101	3	102	108	0	8	nt	nt
CCc1nnc(NC(=O)CN2CCN(Cc3ccc(F)cc3)CC2)s1	106	11	114	100	0	0	9	17
CC/C(=N\NC(=O)c1c(C)nc2ccccn12)c1ccc(Cl)cc1	103	0	102	97	9	5	-1	-18
COC(=O)c1ccc(C(=O)N2CCCC(N3CCN(c4ccccc4)CC3)C2)nc1 (stereo unspecified)	107	2	102	105	4	0	-3	-15
CNC(=S)NNC(=O)c1sc(-c2cc(C)on2)nc1C	108	-1	107	113	74*	0	-7	1
C=CCN1C(=O)C(C)(C)N(C(C)=O)c2ccccc21	99	0	108	99	-2	-13	-2	-8
O=C(NCCc1ccccn1)c1nc(Cn2cc([N+](=O)[O-])cn2)no1	97	0	103	88	1	3	-6	-13
O=c1c(C=Nc2ccc(Oc3ccccc3)cc2)c[nH]n1-c1cccc(Cl)n1	89	3	82	82	3	3	-5	6
O=C(C1=C[C@@H](C2CCCCC2)C[C@@H](OCc2ccc(CO)cc2)O1)N1CCOCC1	109	6	95	105	-4	3	11	1
CCC(=O)Nc1c(C(=O)N2CCCCCC2)cnn1-c1ccc(C)c(C)c1	97	4	100	99	8	2	12	-6
c1ccc(-c2csc3ncn4cnnc4c23)cc1	103	3	104	115	21	10	-2	11
COc1ccc(N(CC(=O)NC2CCCC2)C(=O)Cn2nnc(-c3ccc(F)cc3)n2)cc1	104	6	108	100	0	2	8	-3
Cc1ccc(N2CC(C(=O)Nc3cccnc3)CC2=O)cc1 (stereo unspecified)	98	3	95	92	2	-2	3	0
Cn1ccsc1=NC(=O)c1cccc(OC(F)F)c1	100	11	105	113	40	2	13	-2
COc1ccc(S(=O)(=O)N2CCC(C(=O)NCC(c3cccs3)N(C)C)CC2)cc1 (stereo unspecified)	?	-3	?	75[may fluoresce red and violet]	5	4	-5	-18
COc1ccc(/C=C/C(=O)c2ccccc2)cc1COc1ccc(F)cc1	99	5	97	96	0	4	4	3
Cc1nc(SCC(=O)NCC2CCCO2)c2c3c(sc2n1)CCCC3 (stereo unspecified)	96	10	103	116	9	-6	6	-2
Cc1ccc(N(CC2CO2)S(=O)(=O)c2ccc(C)cc2)cc1 (stereo unspecified)	94	2	96	99	0	-4	-1	6
c1ccn(-c2ccc(-c3ccn[nH]3)cc2)c1	96	-2	102	98	7	8	1	1
Cc1ccc(NCc2nnc(SCC(=O)O)n2-c2ccc(C)cc2)cc1	99	-1	95	99	-1	4	-5	8
CCOC(=O)CNC(=O)Cn1cnc2c(cnn2-c2ccc(C)cc2)c1=O	96	9	102	92	0	9	-4	5
S=C(NC1CCCC1)NN1CCOCC1	104	-1	105	89	-1	1	-15	3
O=C(NCC1CCCO1)c1nnc(Cc2ccc(F)cc2)o1 (stereo unspecified)	103	9	109	103	-4	4	-9	-11
O=C(NC1CCCC1)NS(=O)(=O)c1ccccc1Cl	100	10	98	103	1	2	4	7
Cc1ccc(NC(NC(=O)c2cccnc2)C(Cl)(Cl)Cl)cc1 (stereo unspecified)	93	2	120	100	1	-1	-8	-2
C=CCc1ccc(OCCCCOc2ccc(C(=O)O)cc2)c(OC)c1	91	3	95	101	5	1	11	15
Cc1ccc(C)c(NC(=O)Cn2c(=O)n(-c3ccc(CC(=O)NCC4CCCO4)cc3)c(=O)c3ccccc32)c1 (stereo unspecified)	98	7	95	98	0	4	1	20
CCOc1ccc(Cc2noc3c2C(=O)CC(C)(C)C3)cc1OCC	90	10	100	100	14	-2	-4	-12
COc1cccc(C2C3=C(N=C4SCC(=O)N42)c2ccccc2CC3)c1OC (stereo unspecified)	96	3	97	105	4	3	17	-14
Cc1[nH]c2c(Br)cccc2c1[C@H]1[C@@H](CC#N)C1(C)C	105	8	99	119	3	7	-13	-5
Nc1c2c(nc3sc4c(c13)CCCC4)-c1ccccc1CC2	92	-5	101	102	34	8	-4	3
O=C(NCCC1=CCCCC1)C1CCCN(S(=O)(=O)c2cccnc2)C1 (stereo unspecified)	98	9	100	105	3	-1	0	-4
CSc1nc(NCC(C)O)c2c3c(sc2n1)CN(C)CC3 (stereo unspecified)	102	11	109	102	1	9	0	12
COC(=O)c1ccccc1N(C)S(=O)(=O)c1cc2c3c(c1)CCC(=O)N3CCC2	101	6	96	110	0	5	7	4
CC(=O)NC(Cc1ccccc1F)C(=O)NC1CCN(C(=O)Nc2ccc(C)cc2)CC1 (stereo unspecified)	96	9	99	95	0	7	5	-6

15 of the compounds above, with two lines to a compound.
Below each compound – RPL19A TOR yeast, proCasp3 act, MEP2 TOR yeast, LAP4-GFP MLPCN, AHR act, proCasp7 act, EBNA-1 inhibitor, ZTA counter
- CCOC(=O)CNC(=O)Cn1cnc2c(cnn2-c2ccc(C)cc2)c1=O
    96, 9, 102, 92, 0, 9, -4, 5
- S=C(NC1CCCC1)NN1CCOCC1
    104, -1, 105, 89, -1, 1, -15, 3
- O=C(NCC1CCCO1)c1nnc(Cc2ccc(F)cc2)o1 (stereo unspecified)
    103, 9, 109, 103, -4, 4, -9, -11
- O=C(NC1CCCC1)NS(=O)(=O)c1ccccc1Cl
    100, 10, 98, 103, 1, 2, 4, 7
- Cc1ccc(NC(NC(=O)c2cccnc2)C(Cl)(Cl)Cl)cc1 (stereo unspecified)
    93, 2, 120, 100, 1, -1, -8, -2
- C=CCc1ccc(OCCCCOc2ccc(C(=O)O)cc2)c(OC)c1
    91, 3, 95, 101, 5, 1, 11, 15
- Cc1ccc(C)c(NC(=O)Cn2c(=O)n(-c3ccc(CC(=O)NCC4CCCO4)cc3)c(=O)c3ccccc32)c1 (stereo unspecified)
    98, 7, 95, 98, 0, 4, 1, 20
- CCOc1ccc(Cc2noc3c2C(=O)CC(C)(C)C3)cc1OCC
    90, 10, 100, 100, 14, -2, -4, -12
- COc1cccc(C2C3=C(N=C4SCC(=O)N42)c2ccccc2CC3)c1OC (stereo unspecified)
    96, 3, 97, 105, 4, 3, 17, -14
- Cc1[nH]c2c(Br)cccc2c1[C@H]1[C@@H](CC#N)C1(C)C
    105, 8, 99, 119, 3, 7, -13, -5
- Nc1c2c(nc3sc4c(c13)CCCC4)-c1ccccc1CC2
    92, -5, 101, 102, 34, 8, -4, 3
- O=C(NCCC1=CCCCC1)C1CCCN(S(=O)(=O)c2cccnc2)C1 (stereo unspecified)
    98, 9, 100, 105, 3, -1, 0, -4
- CSc1nc(NCC(C)O)c2c3c(sc2n1)CN(C)CC3 (stereo unspecified)
    102, 11, 109, 102, 1, 9, 0, 12
- COC(=O)c1ccccc1N(C)S(=O)(=O)c1cc2c3c(c1)CCC(=O)N3CCC2
    101, 6, 96, 110, 0, 5, 7, 4
- CC(=O)NC(Cc1ccccc1F)C(=O)NC1CCN(C(=O)Nc2ccc(C)cc2)CC1 (stereo unspecified)
    96, 9, 99, 95, 0, 7, 5, -6

One compound at a time, as listed above.
CSc1nc(NCC(C)O)c2c3c(sc2n1)CN(C)CC3 (stereo unspecified) is listed with RPL19A TOR yeast: 102; proCasp3 act: 11; MEP2 TOR yeast: 109; LAP4-GFP MLPCN: 102; AHR act: 1; proCasp7 act: 9; EBNA-1 inhibitor: 0; ZTA counter: 12
C=CCc1ccc(OCCCCOc2ccc(C(=O)O)cc2)c(OC)c1 is listed with RPL19A TOR yeast: 91; proCasp3 act: 3; MEP2 TOR yeast: 95; LAP4-GFP MLPCN: 101; AHR act: 5; proCasp7 act: 1; EBNA-1 inhibitor: 11; ZTA counter: 15

(list continues)
SMILES	RPL19A TOR yeast	proCasp3 act	MEP2 TOR yeast	LAP4-GFP MLPCN	AHR act	proCasp7 act	EBNA-1 inhibitor	ZTA counter
O=C(Cc1ccccc1Cl)Nc1cccnc1	105	1	105	97	5	0	-10	11
Cc1sc(NC(=O)CSc2nc(N)cc(N)n2)c(C#N)c1C	99	9	102	105	-3	1	-9	2
COc1cc(Br)cc(/C=N/c2ncn[nH]2)c1O	98	-1	98	104	3	-2	5	2
COC(=O)c1ccccc1NC(=O)Cn1nnc(-c2ccc3c(c2)OCO3)n1	115	1	108	73	8	-11	0	0
O=C(CCCSc1nc2ccccc2s1)NCc1ccco1	99	-11	98	110	7	2	-6	18
Cc1cc(C(=O)N/N=C\c2cc(C(C)(C)C)c(O)c(C(C)(C)C)c2)n[nH]1	102	3	108	97	7	6	-2	1
CCOc1ccc(C(=O)NCCc2ccc3c(c2)OCCO3)cc1	95	12	100	105	1	4	3	19
O=C(Nc1ccc(OC(=O)c2cccs2)cc1)c1ccco1	96	-2	98	126	1	11	-2	-12
Cc1onc(-c2ccccc2Cl)c1C(=O)N1CCCCC1C(=O)O (stereo unspecified)	98	4	101	100	-3	3	4	0
COc1cc2c(cc1OC)CN(C(=O)C(CCSC)NS(=O)(=O)c1ccc(C)cc1)CC2 (stereo unspecified)	97	5	98	106	2	-6	0	-1
Cc1cccc(C(C)C)c1NC(=O)COC(=O)c1cc2ccccc2oc1=O	99	4	101	101	5	-12	nt	5
COc1cccc(-n2c([S-])c(C(=O)Nc3ccc(S(=O)(=O)N4CCOCC4)cc3)[n+]3cc(C(N)=O)ccc23)c1	101	-3	103	99	65*	7	19	16
O=C(Nc1cccc(F)c1)c1c(O)c2ccccc2[nH]c1=O	93	3	95	83	18	8	-2	-6
C/C(Cn1cnc([N+](=O)[O-])n1)=N\NC(=O)c1ccc(O)cc1O	99	-9	102	101	20	-6	10	-1
COc1ccc(N2CCc3c(C)nc4c(OC)cc(OC)cc4c32)c(OC)c1	99	3	105	100	2	-11	5	-12
